Menin-MLL TR inh: menin-MLL binding inhibition, Texas Red mutant peptide; Menin + Texas Red MLL mutant peptide, fluorescence polarization; Potency, µM (series often up to 61.6 µM), inactives show at the highest dose FP activity change, negative = inhibition, hits mostly inhibitors; 270,000 compounds, 0.23% hits; AID 1768; active = well fitted inhibition curve with a large enough effect in the polarisation, with a control signal flat, not every such curve was filed as active; inconclusive = small, poorly fitted or top-dose-only effect, or effect the other way, or a change in a side signal; inactive = no such curve, though single readings can be large or run the other way; the % refers to the polarisation; note: potency is the fitted concentration of half-maximal effect; % of control where 0% means no effect; many of its hits are not listed in these tables
KCNH2 3.1 inh: KCNH2 3.1 (human) potassium channel inhibition. U2OS KCNH2 3.1, thallium flux FluxOr; hits give low values. activity change, % (tested at about 1.8 µM). 340,000 compounds, 0.95% hits. AID 720553;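 active = maximum activity change below -70%; inconclusive = maximum activity change from -70% to -50%; inactive = maximum activity change above -50%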;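 note: thallium influx rate constant from kinetic fluorescence after stimulation buffer; % is set by controls: 0 for no effect and ±100 for the full control effect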
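FluxOr-based Tl+ influx in U2OS cells transduced with KCNH2 3.1 virus; rate constants normalized to DMSO controls.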
hERG WT inh: blocks the wildtype human KCNH2 potassium channel; Q12809; activity change, % at 1.84 µM; AID 720551; U2OS, BacMam KCNH2, thallium flux FluxOr; hits give low values; 340,000 compounds, 0.37% hits;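 active = maximum activity change below -70%; inconclusive = maximum activity change between -70% and -50%; inactive = maximum activity change above -50%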; note: % is set by controls: 0 for no effect and ±100 for the full control effect
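U2OS cells were transduced with wild-type KCNH2 virus (2.03 x 10^8 / mL) for 4 h at room temperature, then cultured overnight at 37 C. Thallium flux was read with FluxOr dye. Rate constants were normalized to DMSO controls.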
PKM2 act: increases activity of human pyruvate kinase M2; purified PKM2, Kinase-Glo ATP luminescence, activation; response scale: 0% is enzyme alone, no compound; AID 1631; 260,000 compounds, 0.34% hits; Potency, µM (doses to about 57.5 µM), without a hit: at the top dose activation, actives largely listed as activators; P14618; note: potency is the fitted concentration of half-maximal effect; % is set by controls: 0 for no effect and ±100 for the full control effect; nearly all actives have a fitted effect of over 55% in size
Target sequence (P14618 whole entry, looked up): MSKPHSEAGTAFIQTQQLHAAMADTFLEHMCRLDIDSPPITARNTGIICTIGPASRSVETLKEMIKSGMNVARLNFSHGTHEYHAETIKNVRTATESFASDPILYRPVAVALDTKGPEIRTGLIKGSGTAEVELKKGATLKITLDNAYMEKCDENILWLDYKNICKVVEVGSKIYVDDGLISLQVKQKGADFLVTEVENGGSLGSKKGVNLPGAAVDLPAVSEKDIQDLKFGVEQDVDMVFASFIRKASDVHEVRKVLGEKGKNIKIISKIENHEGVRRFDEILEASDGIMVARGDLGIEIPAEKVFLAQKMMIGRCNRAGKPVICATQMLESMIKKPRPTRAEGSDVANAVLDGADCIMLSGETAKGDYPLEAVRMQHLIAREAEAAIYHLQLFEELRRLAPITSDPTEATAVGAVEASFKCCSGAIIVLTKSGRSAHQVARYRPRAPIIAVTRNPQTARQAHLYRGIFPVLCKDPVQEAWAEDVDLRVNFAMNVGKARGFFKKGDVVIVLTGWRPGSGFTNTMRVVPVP
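Kinase-Glo luminescence reports ATP generated from ADP (0.1 mM) and PEP (0.5 mM) by purified hPK-M2 after 1 h at room temperature, pH 7.2 imidazole buffer; intermediate enzyme activity allows detecting inhibitors and activators.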
Giardia killer: kills Giardia lamblia; Giardia lamblia trophozoite viability; activity change, % at 7.66 µM, hits read low; 340,000 compounds, 0.15% hits; in the data active = activity change below about -80%; inconclusive = between about -30% and that limit;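 note: parasites exposed to compound for two days anaerobically before the ATP read; % is set by controls: 0 for no effect and ±100 for the full control effect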
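Anaerobic 48 hrs incubation at 37 deg C of 100 trophozoites/well with test compounds; ATPLite 1-Step luminescence, 15-30 min RT, reports cellular ATP as viability.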
B2AR arrestin: agonists driving beta-arrestin recruitment to human beta2-adrenergic receptor; P07550; beta-arrestin recruitment to beta2AR, cell-based reporter; Potency, µM (highest dose often 46.1 µM), inactives show at the top dose activation, usual class: activators; 330,000 compounds, 0.02% hits;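 note: potency is the fitted concentration of half-maximal effect; 0% = DMSO controls and full agonism = EC100 isoproterenol or metaproterenol; nearly all actives have a fitted effect of over 65% in size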
Target sequence (P07550 whole entry, looked up): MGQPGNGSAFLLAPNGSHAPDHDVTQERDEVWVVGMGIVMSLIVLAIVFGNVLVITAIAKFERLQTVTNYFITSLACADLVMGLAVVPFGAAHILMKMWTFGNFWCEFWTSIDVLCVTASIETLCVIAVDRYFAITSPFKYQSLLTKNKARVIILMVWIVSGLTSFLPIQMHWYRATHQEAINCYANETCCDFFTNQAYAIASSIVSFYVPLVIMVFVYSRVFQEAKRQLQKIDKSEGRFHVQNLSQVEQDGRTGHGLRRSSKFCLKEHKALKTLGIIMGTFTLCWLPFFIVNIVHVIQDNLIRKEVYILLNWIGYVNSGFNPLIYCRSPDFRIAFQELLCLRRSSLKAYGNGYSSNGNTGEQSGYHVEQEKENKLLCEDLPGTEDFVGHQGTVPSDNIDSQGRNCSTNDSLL
Coupling enz: inhibits coupling enzyme system, counter-screen for aldolase hits; activity change, negative = inhibition, % at 58.2 µM, hits read low; coupling enzyme system counterscreen, AmpLite Red fluorescence; 290,000 compounds, 0.67% hits; AID 2472; in the data active = activity change below about -30%; note: % is set by controls: 0 for no effect and ±100 for the full control effect
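Compounds tested against the coupling enzymes alone at 57.5 uM final; readout was AmpLite Red fluorescence (525/598 nm) after 20 min at RT.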
CXXC DNA block: MLL CXXC-DNA interaction inhibition; AID 2662; 290,000 compounds, 0.037% hits; Q03164; MLL-CXXC / FITC-HOXA9 DNA fluorescence polarization; Potency, µM (titrated, usually from 115 µM), for the others: at the top dose activity change, negative = inhibition, usual class: inhibitors; active = well fitted inhibition curve with a large enough effect in the polarisation, with a control signal flat, not every such curve was filed as active; inconclusive = small, poorly fitted or top-dose-only effect, or effect the other way, or a change in a side signal; inactive = no such curve, though single readings can be large or run the other way; the % refers to the polarisation; note: potency is the fitted concentration of half-maximal effect
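Purified MLL-CXXC (added from a 7 uM solution) was preincubated 5 min at ambient with pinned compounds in 50 mM Tris-HCl pH 7.5, 50 mM NaCl, 1 mM DTT, 0.05% BSA. Fluorescein-labeled HOX-A9 DNA (50 nM solution) followed, 30 min, then polarization read.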
GALK inh: galactokinase (human) inhibition. Purified GALK, Kinase-Glo residual ATP luminescence. Potency, µM (doses to about 57.5 µM), without a hit: at the highest dose activity change, negative = inhibition, actives largely listed as inhibitors. 270,000 compounds, 0.007% hits; note: potency is the fitted concentration of half-maximal effect; % is set by controls: 0 for no effect and ±100 for the full control effect
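Human GALK (5 nM) with 35 uM ATP and 100 uM galactose in 20 mM HEPES pH 8.0, 5 mM MgCl2, 60 mM NaCl, 1 mM DTT, 0.01% BSA. After 1 h at room temperature, leftover ATP was read by Kinase-Glo Plus luminescence.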
USP2a inh: inhibitors of human ubiquitin-specific protease USP2a | USP2 core, Ub-CHOP2 coupled fluorogenic reporter, 485/531 | O75604 | 330,000 compounds, 0.01% hits | Potency, µM (top dose mostly 38.3 µM), for inactives: at the top dose activity change, negative = inhibition, actives largely listed as inhibitors | AID 463254;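 note: potency is the fitted concentration of half-maximal effect; plate controls were DMSO wells for no effect and full inhibition by NEM control for full effect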
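USP2 core (10nM final) preincubated 30min RT with compound in 20mM Tris-HCl pH 8.0, 2mM CaCl2, 2mM beta-mercaptoethanol, 0.05% CHAPS; 25nM Ub-CHOP2 plus 25nM reporter substrate added, fluorescence (Ex485/Em531) read after 60min.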
TRPV1 agonist: agonists of human vanilloid receptor 1 (TRPV1); 320,000 compounds, 0.19% hits; activation, % at 8.33 µM; TRPV1-expressing cells, Fluo-8 calcium influx, agonist mode; in the data active = activation above about 80%; inconclusive = between about 30% and that limit; note: 0% is about no effect
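TRPV1-expressing cells were cultured overnight at 35.5C and loaded with Fluo-8 calcium dye for 40 to 90 min at room temperature. After a 10 s baseline, compound was added and calcium influx was read kinetically for 3 min (ex 480/em 520 nm).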
Starred values were filed as active, the others as inactive; i = inactive; ? = inconclusive; . = not tested or not shown; [ ] = another dose, or the depositor's remark. Unless noted, calls come from the whole dose curve; as a rule, active = well fitted curve in the direction sought with a large enough effect; inconclusive = small, poorly fitted or top-dose-only effect, or another doubt; inactive = no such curve, though single readings can be large; an effect the other way counts as inactive or inconclusive. These rows are one share of the data; the hit share may differ from the screen's.

SMILES	Menin-MLL TR inh	KCNH2 3.1 inh	hERG WT inh	PKM2 act	Giardia killer	B2AR arrestin	Coupling enz	CXXC DNA block	GALK inh	USP2a inh	TRPV1 agonist
O=C(NCCCN1CCOCC1)c1ccc(CS(=O)(=O)c2c(Cl)cccc2Cl)o1	1%	-11	-1	-2%	-30	-0.6%	3	4%	3%	0%	-2
Cc1ccnc2ccc(P(=O)(c3ccccc3)c3ccccc3)cc12	-12%	.	.	4%	.	0.3%	1	6%	-1%	3%	13
CCOC(CCn1c(SCC(=O)NC2CCCC2)nc2ccccc2c1=O)OCC	.	.	4	6%	8	-0.8%	.	-2%	-3%	2%	-1
CC(C)N1CCCC(CNC(=O)CCc2nnc(CCCCc3ccccc3)o2)C1 (stereo not given)	-16%	12	2	-1%	-6	0.0%	1	-4%	11%	0%	1
Cc1nc(SCC(=O)Nc2nc3ccccc3s2)c(C#N)c(C)c1C	?	-6	-3	-4%	?	-0.9%	0	-6%	0%	1%	-4
Cc1ccc2cc(COC(=O)c3ccncc3)c(=O)[nH]c2c1	-11%	8	-16	3%	0	0.1%	3	-5%	1%	-1%	2
Cc1ccc(S(=O)(=O)N2CCN(CC(=O)N3CCCC3)CC2)c(C)c1	.	-3	-2	.	-5	-0.1%	.	.	.	1%	.
O=C(CSc1nnc(-c2ccco2)o1)c1ccccc1	?	-5	-8	-3%	27	-1.2%	1	-7%	6%	-20%	0
COC(=O)CCC(=O)Nc1nnc(C(F)(F)F)s1	3%	2	5	-1%	-6	0.1%	-17	1%	0%	-1%	0
C=CC[C@@H](CC(=O)NCCO)C(=O)N[C@H](C)COC(=O)[C@@H](CC=C)Cc1ccc(F)cc1	.	-1	-2	.	5	-0.7%	.	.	.	1%	.
COC(=O)C1=C(C)N(Cc2cccnc2)C(=O)/C1=C\c1sccc1C	-9%	9	4	2%	-6	-0.1%	-1	-23%	5%	-8%	0
COc1ccc(C(=O)/C=C\N2CCOCC2)cc1	9%	-21	-7	-1%	5	-0.5%	1	0%	0%	3%	-1
Cc1ccc(NC(=O)CCc2c(C)nn(-c3ccc(N4CCCCC4)nn3)c2C)cc1F	.	-16	-1	.	-7	-0.7%	.	2%	2%	-10%	-6
CC1(C)Cc2ccccc2C(=NCCCCCC(=O)O)N1	2%	.	.	8%	.	3.7%	1	-1%	0%	2%	1
O=C(CCCN1C(=O)c2cccc3cccc(c23)C1=O)NCc1ccco1	-10%	-1	-1	-1%	-15	-0.6%	6	-9%	6%	0%	1
COC(=O)c1cnc2c(c(C)nn2C)c1OC	.	-9	-6	-4%	-9	3.0%	5	5%	-3%	-1%	-1
O=[N+]([O-])c1cc(Cl)c(O)c2ncccc12	?	-8	2	?	0	?	-21	-5%	1%	-3%	1
C=CCn1c(C)cc(C(=O)COC(=O)c2ccc3c(c2)NC(=O)CS3)c1C	6%	-29	9	0%	-28	-0.4%	-3	4%	2%	0%	?
CSc1nnc(C)c(=O)n1COC(=O)c1ccc(S(=O)(=O)N(C)C)cc1	-4%	16	28	19%	-5	-0.4%	0	7%	0%	2%	-8
Cc1cc(C)nc(NS(=O)(=O)c2ccc(NC(=O)c3ccc(S(=O)(=O)N4CCOCC4)cc3)cc2)n1	13%	-10	0	2%	6	-1.0%	-3	-12%	-3%	1%	1
O=C(NCc1ccccc1Cl)[C@@H]1CCCN1S(=O)(=O)c1ccc(Cl)cc1	.	1	5	.	37[activator]	-0.8%	.	.	.	1%	.
COc1ccccc1CNC(=O)COC(=O)c1ccc(C)c(S(=O)(=O)N2CCCCC2)c1	.	-16	-5	-3%	9	0.2%	.	4%	-2%	-2%	16
CCNC(=O)CSC1=N/C(=C\c2ccc(O)c(OCC)c2)C(=O)N1c1ccc(OC(F)F)cc1	.	-7	-4	-4%	35[activator]	-0.2%	.	?	-4%	18%	-1
CCc1ccccc1S(=O)(=O)Cc1ccc(C(=O)NCC2CCCO2)o1 (stereo not given)	-3%	-4	-2	0%	13	-0.5%	-1	9%	-1%	1%	-5
COc1ccc(NS(=O)(=O)c2ccc(S(=O)(=O)N3CCCC3)cc2)cc1	10%	8	-4	0%	14	-0.2%	4	-1%	-1%	5%	6
Cc1ccc(-n2ncc3c2ncn2c(-c4ccncc4)nnc32)cc1	14%	.	.	-8%	.	0.1%	-1	-15%	-4%	1%	-1
Cn1cccc1/C=N/NC(=O)c1sc2ccccc2c1Cl	13%	5	-4	1%	-1	-1.1%	-1	-3%	-23%	0%	?
COCCOC(=O)c1c(C)n(C)c2ccc(OC(=O)N3CCOCC3)cc12	3%	8	4	-17%	6	0.3%	-4	-4%	3%	1%	-1
Cc1ccc(C(O)CN2C3=NCCCN3c3ccccc32)cc1 (stereo not given)	-11%	7	12	0%	-6	-0.4%	1	0%	0%	0%	-4
Oc1cccc(CN2CCCCC2)c1	8%	7	5	1%	-1	-1.7%	2	10%	1%	4%	1
O=C(CN1CCN(C2CCCCC2)CC1)c1ccc2cc[nH]c2c1	-2%	-11	33	-1%	7	-0.1%	-5	4%	2%	0%	-1
CCN(CC)S(=O)(=O)c1ccc(/C=C/C(=O)OCC(=O)N(C(C)C)C(C)C)cc1	1%	1	-13	-1%	-12	0.1%	5	6%	-2%	3%	-10
CN1CCN(c2ccccc2NC(=O)c2ccc(-c3cccc([N+](=O)[O-])c3)o2)CC1	-12%	-22	14	3%	23	-0.1%	-2	-1%	1%	2%	-1
Cc1cccc(NC(=O)CCn2c(=O)oc3ccccc32)c1	-7%	-1	4	2%	-3	-0.6%	-1	5%	5%	8%	1
Cn1c(=O)c2c(O)c([N+](=O)[O-])c(=O)n(C)c2n(C)c1=O	.	133	-4	-7%	-5	-0.4%	-2	2%	-2%	3%	-3
CCN(CC)S(=O)(=O)c1cccc(-c2n[nH]c(=S)n2/N=C/c2ccc(OC)cc2)c1	1%	-20	-20	-10%	-27	-0.6%	0	-6%	-4%	2%	16
CC(C)NC(=O)NC(=O)COC(=O)c1ccc(F)cc1F	14%	17	3	3%	19	-0.5%	5	11%	-1%	1%	-2
O=C(NCC1CCCO1)c1cccnc1Nc1ccccc1F (stereo not given)	22%	-10	-23	-7%	-2	-0.6%	1	-1%	8%	-1%	18
CCC(=O)NCCc1nc2cc(NC(=O)c3cccc([N+](=O)[O-])c3)ccc2n1C	-16%	1	9	.	10	-0.1%	1	24%	.	-3%	5
CC(C)NC(=O)N(C)C[C@H]1Oc2c(NC(=O)Cc3ccccc3)cccc2C(=O)N([C@H](C)CO)C[C@@H]1C	.	-25	-10	.	20	0.4%	.	.	.	1%	.
Cc1ccc(/C=C(\NC(=O)c2ccccc2)C(=O)N2CCCC2C(=O)O)cc1 (stereo not given)	-21%	4	12	-26%	-18	0.3%	3	-17%	3%	1%	-1
O=C1C2CCCCN2C(=O)N1CCCN1CCN(c2ccc(F)cc2)CC1 (stereo not given)	7%	-22	19	-3%	-8	-0.4%	3	-4%	-2%	0%	-1
CC(Sc1cccc[n+]1[O-])C(=O)Nc1ccc(Oc2ccccc2)cc1 (stereo not given)	10%	-7	-13	-1%	5	-0.3%	3	11%	10%	0%	0
S=c1[nH]cnc2scc(-c3ccc(Br)cc3)c12	5%	0	-84*	3%	12	-1.0%	0	-1%	1%	1%	-4
Cc1nnc(NC(=O)c2ccc(S(=O)(=O)N(C)c3ccccc3)cc2)s1	.	-2	-3	.	-5	-0.4%	.	.	.	2%	3
CC1CCN(C(=O)C2Cc3ccccc3CN2S(=O)(=O)c2ccc(F)cc2)CC1 (stereo not given)	?	2	24	-1%	-2	-0.1%	-1	5%	-1%	0%	17
O=C(c1ccco1)N1CCN(CCCCOc2cccc3ccccc23)CC1	-2%	-14	5	-5%	8	-2.7%	-1	1%	.	-1%	7
CCCc1nc(NC(=O)c2ccccc2)nc(NC(=O)c2ccccc2)n1	-17%	-8	4	9%	11	-0.2%	0	-9%	1%	1%	?
CCCCNS(=O)(=O)c1ccc2nc(-c3cccnc3)cc(C(=O)NC(C)C)c2c1	-3%	-8	2	-2%	0	-0.9%	4	0%	.	-1%	-3
Cc1ccc(-n2nc(C(=O)O)c(O)cc2=O)cc1	8%	-8	i	-6%	-8	-0.2%	7	-2%	2%	0%	3
CCCCNCCCCOc1ccccc1	1%	1	7	-1%	-9	0.2%	0	-6%	0%	4%	-1
COc1c(F)c(F)c(C(=O)O)c(Nc2ccc(C)cc2C)c1F	?	-1	23	2%	4	-0.1%	11	12%	-3%	4%	0
